Screening data as filed in PubChem BioAssay.
Pf Dd2 inh = inhibitors of Plasmodium falciparum Dd2 growth | 4.3% of 120,000 active | P. falciparum Dd2 growth, SYBR Green, 72 h | Potency, µM (highest dose often 28.9 µM), for inactives: at the highest dose activity, negative = inhibition, hits mostly inhibitors; active means well fitted inhibition curve with a large enough effect; inconclusive means small, poorly fitted or top-dose-only effect; inactive means no such curve, though single readings can be large or run the other way;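 further: plate controls were DMSO vehicle for no effect and reference drug for full effect; nearly all actives have a fitted effect of over 65% in size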
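Infected erythrocytes (Dd2, 0.3% parasitemia, 2.5% hematocrit final) are added to compound in RPMI-1640/Albumax II medium, grown 72 h at 37C in low oxygen, then lysed with saponin/Triton-X containing SYBR Green and read by fluorescence.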
An asterisk follows results filed as active; i = inactive; ? = inconclusive; & = joins results of further samples; [ ] = dose if it differs, or a comment. Potency means the concentration at half of the fitted maximal effect. Only part of the results is shown. The share of hits here may be higher or lower than overall.

SMILES	Pf Dd2 inh
COc1ccccc1NC(=O)COC(=O)CC(C)(C)CC1=NS(=O)(=O)c2ccccc2N1	-5%
COc1ccc(-c2cc(N3CCCN(C(=O)c4ccco4)CC3)n[nH]2)cc1	i
Cc1nc(-c2ccccc2)cc([C@H]2CN3CC[C@H]2C[C@@H]3CNC2CCN(C)CC2)n1	-11%[44.1 µM]
O=C(NC1CC1)[C@@H]1C[C@H](Oc2cccnc2)CN1C(=O)c1nccc2ccccc12	5%
Cc1cccc(Cn2c(CNS(=O)(=O)c3ccc(C(C)C)cc3)nc3cccnc32)c1	-23%
COC(=O)c1ccc(NC(=O)C(C)Sc2nc(=O)cc(N)n2CCc2ccccc2)cc1 (stereo not given)	11µM*
COc1ccc([S+](=O)([O-])c2nnn3c2nc(NC2CC2)c2ccccc23)cc1	14%
COc1ccc(C(=O)NC2CCN(C(=O)N3CC4CC(C3)[C@H]3CCCC(=O)N3C4)CC2)c(OC)c1 (stereo not given in full)	-27%
O=C(c1cc(C2CC2)[nH]n1)N1CC(F)(F)C[C@H]1c1nc(C2CC2)no1	i
Cc1ccc(C)c(-c2cc3c(=O)n(CCNC(=O)Cc4ccsc4)ccn3n2)c1	?
COCc1nc(C2CCN(C(=O)c3ccco3)C2)no1 (stereo not given)	-22%
Cc1ccc(Cn2c(SCc3ccc(C(=O)N4CCCCCC4)cc3)nc3ccncc32)cc1	11µM*

Next part:
SMILES	Pf Dd2 inh
COC(=O)c1ccc(NC(=O)Cn2nc3c(cc2=O)CN(C(C)=O)CC3)cc1	i
CCN1CCC(N(Cc2cccc(OC)c2)C(=O)Nc2ccc(C)cc2Cl)CC1	-14%
Cc1cc(O)c(C(c2cccc(Cl)c2)N2CCN(c3ccccc3)CC2)c(=O)n1Cc1ccco1 (stereo not given)	i
CC(C)(C)c1cc(C[C@H]2CNCC[C@H]2CC(=O)NC2CCCCC2)no1	i
CCOc1ccccc1CN1C[C@@H](CO)[C@H](NC(=O)c2cccnc2)C1	?
CC(C)CCN1CCc2c(n(Cc3cccnc3)n(-c3ccccc3)c2=O)C1	?
COc1cc(OC)cc(C(=O)Nc2ccc3c(c2)OCCO3)c1	30%[activator]
CC1(C(=O)NCc2cnccn2)CCc2cnc(Nc3ccccc3)nc21 (stereo not given)	0%[44.1 µM]
Cc1nc2c(-c3ccccc3)c(C)[nH]n2c(=O)c1Cc1ccc(C(C)C)cc1	?
CN(c1ccccc1)c1ccc2c(n1)CN(CC(=O)N1CCCC1)C(=O)CO2	-14%[44.1 µM]
O=C(Nc1ccc(NC(=O)c2cccs2)cc1)c1cccc(Br)c1	6%
CCc1nc2c(c(-c3ccc(Cl)cc3)n1)CN([S+](=O)([O-])c1cccc(C(F)(F)F)c1)CC2	?

Following part.
SMILES	Pf Dd2 inh
CC(C)n1ccnc1CN1CCC2(CCCO2)CCC1=O (stereo not given)	5%
COc1cccc(Nc2sc(C(=O)c3ccc4c(c3)OCO4)c(N)c2S(=O)(=O)c2ccccc2)c1	?
COc1ccccc1CNC(=O)C(=O)NCC(c1ccco1)S(=O)(=O)c1ccc(C)cc1 (stereo not given)	3%
CNc1nc(C(=O)N2CCC(c3nccn3Cc3ccncc3)CC2)cs1	1%
Cc1c(C(=O)N2CCC(C)CC2)c(S(=O)(=O)N(Cc2ccccc2)C(C)(C)C)c(C)n1C	-9%
COc1ccc(CNC(=O)N(C)C2CCc3nn(CC4CC4)c(=O)n3CC2)cc1 (stereo not given)	19%
O[C@H]1CC[C@@H](Cc2cc(-c3ccccc3)on2)O[C@@H]1CNC1CCCCC1	4.5µM*
CC(C)CS(=O)(=O)N[C@@H]1C[C@H](Cn2cc(CN(C)C)nn2)[C@@H](O)[C@H]1O	16%[44.1 µM]
CCC(C(=O)O)n1ccc2cc(S(=O)(=O)N3CCCCC3)ccc21 (stereo not given)	-4%
CC(C)(C)C1CCc2c(sc(NC(=O)c3ccncc3)c2C(=O)Nc2ccccc2Cl)C1 (stereo not given)	15%
CCN(CC)C(=O)c1csc(-c2cccc(OC(C)C)c2)n1	-8%
COc1cccc(C(=O)N2CCC3(CC2)N=C(c2cccc(Br)c2)NO3)c1	-23%

Continued:
SMILES	Pf Dd2 inh
O=C([C@@H]1C[C@H](Oc2cccnc2)CN1C(=O)c1ccccn1)N1CCCC1	11%
O=C(c1cccc(Br)c1)N1CCC(n2c(=O)[nH]c3ccccc32)CC1	6%
CCCCCSc1nnc2c(n1)OC(c1ccc(C)s1)N(C(C)=O)c1ccccc1-2 (stereo not given)	?
Cc1nc(CN2CCN(CC3(O)CNCCOC3)CC2)cs1 (stereo not given)	-3%
Cc1c(Cl)cccc1NC(=O)N1CCOc2ccccc21	227%[activator][5.79 µM]
COc1ccc(OC)c(NC(=O)CCc2c(C)nc3c(c(C)nn3C(C)(C)C)c2C)c1	i
COc1ccccc1CNC(=O)C(=O)NCC(c1ccco1)S(=O)(=O)c1cccs1 (stereo not given)	i
CCc1cccc2c(C(CC(=O)NCC(C)C)c3cccc([N+](=O)[O-])c3)c[nH]c12 (stereo not given)	i
CCOc1ccc(CN2CCC3(CC2)Cc2ccccc2CNC3=O)cc1	?
Cc1cccc(N(C)C(=O)CCNS(=O)(=O)c2ccc3c(c2)CCN3C(=O)C2CC2)c1	i
Cc1cccc(CCNC(=O)c2ccc(CSCc3cccc(Cl)c3)o2)c1	13%
CCc1cc(=O)n(CC(=O)Nc2cc(OC)ccc2OC)c(-c2ccccc2)n1	?

New compounds follow:
| structure | Pf Dd2 inh |
| --- | --- |
| Cc1nc2scc(CC(=O)NC(C)C(C)C)n2c(=O)c1-c1cc(C)n(-c2ccccc2F)n1 (stereo not given) | i |
| COc1ccc(NC(=O)Cn2nc3c(cc2=O)CCCC3)cn1 | -16% |
| Cc1nccc(N2CCN(C(=O)N3CCOCC3)CC(C(=O)O)C2)n1 (stereo not given) | 0% |
| O=S1(=O)c2ccccc2N(Cc2cccc(Cl)c2)c2ccccc21 | 16% |
| O=C1COc2ccc(-c3ccccc3)nc2CN1Cc1ccccc1 | i |
| Fc1ccc(C2=CC(c3ccc(F)cc3)n3c(nc4ccccc43)N2)cc1 (stereo not given) | 67%[activator] |
| COC(=O)NC1CCN(c2nc3ncccc3o2)CC1 | -1%&1%[44.1 µM] |
| COc1ccc(N2CCN(C(=O)C3CCN(Cc4nc(-c5ccc(Cl)cc5)oc4C)CC3)CC2)cc1 | 55%[activator] |

More compounds.
| structure | Pf Dd2 inh |
| --- | --- |
| CCOC(=O)c1cc(-c2ccc(C)cc2)n(CC(=O)Nc2cc(C)ccc2C)c1C | 3% |
| Cc1ccn2c(=O)cc(COc3ccc(NC(=O)COc4ccc(C)c(C)c4)cc3)nc2c1 | -17% |
| COc1ccc(CNC(=O)c2cc3n(n2)CC(c2ccc4c(c2)OCO4)OC3)c(OC)c1 (stereo not given) | ? |
| Cn1cc(C2c3nccn3CCCN2C(=O)c2cccn2C)cn1 (stereo not given) | 34%[activator] |
| O[C@@H]1C[C@@H](c2nc(-c3ccc(F)cc3)no2)N(Cc2ncc[nH]2)C1 | i |
| O=C(NC1CCN(c2cc(-c3cccs3)[nH]n2)CC1)c1ccc(F)cc1F | i |
| Cc1ccc(C(=O)N2CCC3(CC2)NC(=O)N(Cc2ccccc2)C3=O)cc1 | 41%[activator] |
| CCOc1ccc(NC(=O)N2CCC(Oc3ncccc3C(=O)N3CCOCC3)C2)cc1 (stereo not given) | i |

Additional results
| structure | Pf Dd2 inh |
| --- | --- |
| O=C(Cn1c(=O)n(-c2ccccc2Cl)c(=O)c2sc3ccccc3c21)N1CCCC1 | -8% |
| CCc1ccc(S(=O)(=O)N2CCC(OC3CCN(Cc4ccccc4)CC3)CC2)cc1 | ? |
| CCc1nc2c(=O)n(CC(=O)NCc3cccnc3)nc(C)c2s1 | i |
| C[C@]1(O)CCN(C(=O)c2ccc3c(c2)OCC(=O)N3)C[C@@H]1O | 11% |
| Cc1noc(-c2cn(C3CCN(C(=O)c4cccc(C#N)c4)CC3)nn2)n1 | i |
| CN(CC1CCOC1)C(=O)c1cc(Cl)ccc1F (stereo not given) | 25%[5.79 µM] |
| CCOC(=O)c1ccccc1NC(=O)Cn1c(N(C)Cc2ccccc2)nc(C)cc1=O | ? |
| COCC(=O)Nc1ccc2c(c1)CN(Cc1ccc(Cl)cc1)C(=O)C(C)O2 (stereo not given) | i |

Some of the entries above in another layout.
SMILES: O=C1COc2ccc(-c3ccccc3)nc2CN1Cc1ccccc1
  Pf Dd2 inh = i
SMILES: Cc1cccc(CCNC(=O)c2ccc(CSCc3cccc(Cl)c3)o2)c1
  Pf Dd2 inh = 13%
SMILES: CC(C)(C)C1CCc2c(sc(NC(=O)c3ccncc3)c2C(=O)Nc2ccccc2Cl)C1 (stereo not given)
  Pf Dd2 inh = 15%

Other results.
| structure | Pf Dd2 inh |
| --- | --- |
| COC1CCN(S(=O)(=O)N2CCC3(CCCN(C(C)C)C3=O)C2)CC1 (stereo not given) | 6% |
| CCc1ccc(CNC(=O)C2CCN(C(=O)c3ncn4c3COC(c3ccccc3)C4)CC2)cc1 (stereo not given) | -2% |
| Cc1ccccc1NCc1nc2c(n1Cc1ccccc1)C(=O)N(C)CCN2 | i |
| CN(CC1CCOC1)C(=O)Nc1cccc(Cl)c1 (stereo not given) | 32%[activator][5.79 µM] |
| COc1cccc(N2CC3(COCC2=O)CN(c2ccc(C(F)(F)F)cn2)C3)c1 | -21%[44.1 µM] |
| Cc1noc(C)c1C(=O)N1C[C@@H](CO)[C@H](c2ccccn2)C1 | -11% |
| CCc1ccc(S(=O)(=O)N2CCCC(Cn3cnc4cccnc43)C2)cc1 (stereo not given) | -5% |
| c1ccc(-c2nc(C3CCNC3)no2)nc1 (stereo not given) | i[5.79 µM] |

4 records drawn at random from those above:
| structure | Pf Dd2 inh |
| --- | --- |
| Cc1ccccc1NCc1nc2c(n1Cc1ccccc1)C(=O)N(C)CCN2 | i |
| CCc1ccc(S(=O)(=O)N2CCCC(Cn3cnc4cccnc43)C2)cc1 (stereo not given) | -5% |
| c1ccc(-c2nc(C3CCNC3)no2)nc1 (stereo not given) | i[5.79 µM] |
| CN(CC1CCOC1)C(=O)Nc1cccc(Cl)c1 (stereo not given) | 32%[activator][5.79 µM] |

New compounds follow:
| structure | Pf Dd2 inh |
| --- | --- |
| CN(Cc1cccc2ccccc12)C1CCOc2ccccc21 (stereo not given) | ? |
| CCn1ncc(N2CCCC(CC(=O)N3CCSCC3)C2)cc1=O (stereo not given) | -4% |
| CCOC(=O)c1[nH]c(C)c(CCC(=O)NCc2ccc(OCC)cc2)c1C | -28% |
| CCCNc1cc(N2CCC(CCC(=O)NCc3ccccc3)CC2)ncn1 | i |
| CCN(CC)C(=O)CC1Sc2ncccc2N(CC(C)C)C1=O (stereo not given) | 11% |
| CN(C)CCNC(=O)CCC[C@@H]1[C@H]2CCCN3CCC[C@@H](CN1C)[C@@H]23 | 54%[activator] |
| O=C(CSc1nnc(-c2cccs2)o1)Oc1ccc(Cl)cc1 | -11% |
| CCOc1ccccc1CNC(=O)c1ccc(N2Cc3ccccc3Oc3ncccc32)s1 | ? |

Shown as labelled records: part of the list above
CCOc1ccccc1CNC(=O)c1ccc(N2Cc3ccccc3Oc3ncccc32)s1
  Pf Dd2 inh = ?

CCOC(=O)c1[nH]c(C)c(CCC(=O)NCc2ccc(OCC)cc2)c1C
  Pf Dd2 inh = -28%

Carrying on:
| structure | Pf Dd2 inh |
| --- | --- |
| CCOc1ccc(NC(=O)Cn2c(=O)n(-c3cccc(OC)c3)c(=O)c3c4c(sc32)CCCC4)cc1 | 13% |
| COc1ccc(CN2CCC3(CC2)C(=O)Nc2ccccc23)cc1 | ? |
| CCCCS(=O)(=O)N1CCC(c2nnc(Cn3cncn3)n2C)CC1 | 8% |
| CCN(Cc1ccccc1)S(=O)(=O)c1ccc2c(c1)CCCN2C(C)=O | 3% |
| CCCC(C)N1CC2(CCN(C(=O)c3c(CC)noc3C)CC2)OC1=O (stereo not given) | -7% |
| CC(=O)c1ccc(NC(=O)Cn2ccn3nc(-c4ccc(F)cc4)c(CO)c3c2=O)cc1 | 9% |
| CCOC(=O)N1CCC(NC(=O)c2cnn(-c3ccccc3)c2C2CCN(C(=O)OC(C)(C)C)CC2)CC1 | -20% |
| CSCCC(NS(=O)(=O)c1ccc2c(c1)oc(=O)n2C)C(=O)N1CCN(c2ccc(F)cc2)CC1 (stereo not given) | 12% |

(continued)
| structure | Pf Dd2 inh |
| --- | --- |
| CCCOc1ccc(NC(=O)C(=O)NCCCN2CCOCC2)cc1 | 14% |
| CCn1cc(C(=O)N(C)c2cc(C)ccc2C)c2cc(OC)c(OC)cc2c1=O | -19% |
| CCc1cccc(N2C(=O)CSC23C(=O)Nc2ccccc23)c1 (stereo not given) | 24% |
| COCCNC(=O)c1cc(Br)cn2ccnc12 | -1%&-9%[44.1 µM] |
| O=C1CC(c2ccccc2)N(Cc2ccncc2)CCCN(C(=O)C2CCCCC2)CCN1 (stereo not given) | -26% |
| C#C[C@H]1CN2CC[C@H]1C[C@@H]2CNS(=O)(=O)c1cccs1 | 8.9µM* |
| N#Cc1ccc(C(=O)Nc2ccc3ncnc(N4CCCCC4)c3c2)cc1 | i |
| CC(=O)c1ccc(NC(=O)O[C@@H]2CO[C@H]3[C@@H]2OC[C@@H]3NC(=O)NCc2ccccc2)cc1 | -25% |

New compounds follow.
| structure | Pf Dd2 inh |
| --- | --- |
| CCCc1noc(-c2cn(C3CCN(C(=O)c4ccc(OC)c(OC)c4)CC3)nn2)n1 | i |
| Cc1ccc(CN2CC3(COCC2=O)CN(c2cnccn2)C3)cc1C | ? |
| COC[C@@H]1CN(C(=O)Cc2ccccc2Cl)C[C@H]1C(N)=O | 13% |
| CN1CCN(Cc2nc(C3(O)CCN(C(=O)CC(C)(C)C)CC3)cs2)CC1 | 9%[44.1 µM] |
| CC(C)N1C[C@H](O)C[C@H]1c1nnc2n1CCN(C(=O)c1cccnc1)CC2 | 25% |
| CC(=O)N1CCN(c2ncnc3c2CN(c2ccccc2C)C(=O)CN3C)CC1 | -7% |
